KDM5B inhibitor: blocks human KDM5B histone demethylase activity; hit rate 2.6% among 220,000; KDM5B demethylase, FDH-coupled NADH fluorescence (FDH is formaldehyde dehydrogenase); AID 1347165; Potency, µM (highest dose often 57.7 µM), inactives show at the highest dose activity change, negative = inhibition, most hits filed as inhibitors; active means well fitted inhibition curve with a large enough effect; inconclusive means small, poorly fitted or top-dose-only effect; inactive means no such curve, though single readings can be large or run the other way; further: 0% is about no effect; nearly all actives have a fitted effect of over 70% in size
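Here, H3K4me3 peptide (12.5 µM in substrate mix) is demethylated by KDM5BΔAP, 200 nM final, after 10 min compound exposure. Formaldehyde product is coupled through FDH (0.25 U/mL in mix) to NADH fluorescence; 30-min ΔRFU feeds dose-response curves.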
Active calls of the source: *; ? = inconclusive; & = joins results of further samples; [ ] = dose if it differs, or a comment. Potency means the concentration at half of the fitted maximal effect.

SMILES | KDM5B inhibitor
CCOC(=O)C1CCCN(Cc2cn3c(-c4cccc(Br)c4)nnc3s2)C1 (configuration not stated) | -13%
CCc1ccc(NCc2cc3ccc(OC)cc3n(CC(=O)Nc3ccccc3C)c2=O)cc1 | -17%
COc1ccc(-c2cc(-c3ccccc3)nc(SCC(=O)Nc3ccccc3C)c2C#N)cc1 | -15%
CCOC(=O)C1CCCN(CCC(=O)Nc2ccc(OC)cc2OC)C1 (configuration not stated) | 3%
Cc1ccc(C)c(C(=O)N2CCC(c3n[nH]c(=O)n3-c3ccccc3)CC2)c1 | 19%
CCn1nc(C)c(CCN(C)C(=O)Nc2ccc(C)c(Cl)c2)c1C | 0%
Cc1nc2c(C)cccc2cc1C(=O)N1CCC2(CCNCC2)CC1 | -24%
O=C(O)CC1CCCCN(Cc2ccccc2)C1=O (configuration not stated) | 19%
CCCCN(CC)CCCNC(=O)c1cc2c(=O)[nH]c3ccccc3c2n1C | ?
CCOC(=O)C(NC(=O)C1Cc2ccccc2C(=O)O1)C(=O)OCC (configuration not stated) | 33%
O=C(CCC1CCCN(Cc2ccc(-c3ccccc3)cc2)C1)N1CCOCC1 (configuration not stated) | -22%
CCc1ccc(NC(=O)C2CCCN(c3nnc(C)c4c(C)n(-c5ccccc5)nc34)C2)cc1 (configuration not stated) | -9%
COc1ccc(CCNC(=O)c2c(O)nc3c(C)cccn3c2=O)cc1 | -14%
CNCc1cccs1 | 8%
COc1ccc2c(c1)CNC2CS(=O)(=O)NC1CCCC1 (configuration not stated) | ?
COc1cccc(-c2cc(C(=O)O)c3cc(C)ccc3n2)c1 | -28%
O=C(O)c1ccc2c(c1)ncn2-c1ccc(F)c(F)c1 | -40%
COc1cc(NC(=O)N[C@@H](CCSC)C(=O)O)cc(OC)c1 | 4%&38%
CCc1ccc(CNC(=O)CN2C(=O)NC3(CCC(C)CC3)C2=O)cc1 (configuration not stated) | -10%
CCCCc1nnc(NC(=O)CCc2c[nH]c3ccccc23)s1 | 2%
Cn1ncc2c(N3CCN(S(N)(=O)=O)CC3)nc(C3CCCC3)nc21 | 23%
Cc1ccc(S(=O)(=O)N2CCN(C(C)c3nc4ccccc4c(=O)[nH]3)CC2)cc1 (configuration not stated) | -4%
Cc1nn(C)cc1CN1CC[C@](O)(c2ccccc2)[C@H](N(C)C)C1 | -27%
CC(=O)NCC(=O)N1Cc2ccccc2CC2(CCCN2Cc2ccccc2)C1 (configuration not stated) | 3%[115 µM]
CNC(=O)[C@@H]1C[C@@H](O)CN1C1CCN(C(=O)C2CCCCC2)CC1 | -12%
CC(=O)N1CCN(Cc2nc3cc([N+](=O)[O-])ccc3n2C)CC1 | ?
COc1ccc(N2CCN(c3ncncc3-c3nc(-c4ccccc4)no3)CC2)cc1 | 7%
Cc1ccc(-c2cc(C(F)F)n3nc(C)c(Br)c3n2)cc1 | 17%
CC(CN(C)C)OC(=O)c1ccc2c(c1)OCO2 (configuration not stated) | 34%[activator]
Cc1ccc(NC(=O)CC(O)(c2nccn2C)C(F)(F)F)cc1F (configuration not stated) | -10%
CC(C)(C)c1ccc2c(c1)OCCOCCOc1cc(C(C)(C)C)ccc1OCCOCCO2 | -9%
Cc1ccccc1N1CCN(C2CCCN(C(=O)CCC3(C)CC3)C2)CC1 (configuration not stated) | 9%
Cc1ccnc(SCc2nc3cc(NC(=O)c4ccccc4Cl)ccc3n2C)n1 | 15%
CC(Oc1ccc2ccc(=O)oc2c1)C(=O)Nc1ccc(N2CCOCC2)cc1 (configuration not stated) | -4%
O=C1c2cc(N3CCOCC3)nc(-c3cccc(CO)c3)c2CN1c1ccccc1 | 35µM*
CCc1cccc(C)c1NC(=O)C1CCN(c2nnc(C)c3c(C)n(-c4ccccc4)nc23)CC1 | ?

17 of the compounds above, with values ahead of the structure:
| KDM5B inhibitor | structure |
| --- | --- |
| 2% | CCCCc1nnc(NC(=O)CCc2c[nH]c3ccccc23)s1 |
| 23% | Cn1ncc2c(N3CCN(S(N)(=O)=O)CC3)nc(C3CCCC3)nc21 |
| -4% | Cc1ccc(S(=O)(=O)N2CCN(C(C)c3nc4ccccc4c(=O)[nH]3)CC2)cc1 (configuration not stated) |
| -27% | Cc1nn(C)cc1CN1CC[C@](O)(c2ccccc2)[C@H](N(C)C)C1 |
| 3%[115 µM] | CC(=O)NCC(=O)N1Cc2ccccc2CC2(CCCN2Cc2ccccc2)C1 (configuration not stated) |
| -12% | CNC(=O)[C@@H]1C[C@@H](O)CN1C1CCN(C(=O)C2CCCCC2)CC1 |
| ? | CC(=O)N1CCN(Cc2nc3cc([N+](=O)[O-])ccc3n2C)CC1 |
| 7% | COc1ccc(N2CCN(c3ncncc3-c3nc(-c4ccccc4)no3)CC2)cc1 |
| 17% | Cc1ccc(-c2cc(C(F)F)n3nc(C)c(Br)c3n2)cc1 |
| 34%[activator] | CC(CN(C)C)OC(=O)c1ccc2c(c1)OCO2 (configuration not stated) |
| -10% | Cc1ccc(NC(=O)CC(O)(c2nccn2C)C(F)(F)F)cc1F (configuration not stated) |
| -9% | CC(C)(C)c1ccc2c(c1)OCCOCCOc1cc(C(C)(C)C)ccc1OCCOCCO2 |
| 9% | Cc1ccccc1N1CCN(C2CCCN(C(=O)CCC3(C)CC3)C2)CC1 (configuration not stated) |
| 15% | Cc1ccnc(SCc2nc3cc(NC(=O)c4ccccc4Cl)ccc3n2C)n1 |
| -4% | CC(Oc1ccc2ccc(=O)oc2c1)C(=O)Nc1ccc(N2CCOCC2)cc1 (configuration not stated) |
| 35µM* | O=C1c2cc(N3CCOCC3)nc(-c3cccc(CO)c3)c2CN1c1ccccc1 |
| ? | CCc1cccc(C)c1NC(=O)C1CCN(c2nnc(C)c3c(C)n(-c4ccccc4)nc23)CC1 |

Following part:
SMILES | KDM5B inhibitor
Cc1cc(C(=O)N2CCN(Cc3ccccc3)CC2)c2ccccc2n1 | 8%
CN1CCC(OC2CCN(C(=O)C(C)(C)C)CC2)CC1 | -11%
O=C1N(C2CCN(S(=O)(=O)c3cnc[nH]3)CC2)C(c2ccncc2)C12CCCCC2 (configuration not stated) | 1%
C[C@@H](NC(=O)[C@@]1(O)C[C@@H](O)[C@H](O)[C@@H](NC(=O)Nc2ccc(OC(F)(F)F)cc2)C1)C(N)=O | 11%
CC(=O)N1CC2(Cc3ccccc31)CN(C(=O)c1ccccc1)C2 | 29%[86.2 µM]
O=C(c1cc(F)cc(F)c1)N1CCC(Cc2nc(-c3ccc(F)cc3)no2)CC1 | -14%
CCCn1nc(S(=O)(=O)N2CCCC2)c(C(=O)OCC)c1C | -22%
CN(CCCc1[nH]nc(N)c1C#N)c1nc(-c2ccncc2)nc2ccccc12 | 15%
Clc1ccc(C2C=C(c3ccccc3)Nc3nnnn32)c(Cl)c1 (configuration not stated) | 6%
COc1ccccc1CC(=O)Nc1ccc2nc(Nc3cccc(C(F)(F)F)c3)cc(C)c2c1 | ?
CCN(c1ccccc1)S(=O)(=O)c1nnc(NC(=O)C2CCCCC2)s1 | 7%
COc1ccc(CNC(=O)Cn2nc([N+](=O)[O-])cc2C)cc1 | 32%
O=C1CC(c2ccccc2)N(C(=O)CNC(=O)c2ccccn2)CCCCCCN1 (configuration not stated) | -18%
Cn1c(=O)c2ccccc2n(CC(=O)NCCC2=CCCCC2)c1=O | -4%
CCCN(Cc1cc2cc(OC)ccc2[nH]c1=O)C(=O)c1ccco1 | ?
CCC(=O)Nc1cc2nn(-c3ccccc3)nc2cc1Cl | -15%
CCOc1cc(=O)n2c(c1C(=O)Nc1ccc3c(c1)OCO3)CCCC2 | -18%
COc1ccccc1CN1CCC(n2nccc2NC(=O)CCc2ccccc2)CC1 | -4%
COCCNc1ccc2cc(S(=O)(=O)N3CCCCC3)ccc2n1 | ?
CC(=O)N1CCc2c(sc3c2c(=O)n(Cc2ccccc2)c(=O)n3Cc2ccc(Cl)cc2)C1 | 1%
CN(Cc1ccccc1-n1cccn1)C(=O)C1CC(=O)N(C2CCCC2)C1 (configuration not stated) | -1%
O=C1NC(C(=O)NCC2CC2)Cn2cccc21 (configuration not stated) | -18%
O=C(Nc1ccc(Br)cc1)c1ccc(F)c(S(=O)(=O)N2CCCc3ccccc32)c1 | ?
COc1cccc(CNC(=O)Cn2c(=O)n3nc(-c4cccc(F)c4)nc3c3ccccc32)c1 | -4%

Reprinted from the results shown for reference:
SMILES | KDM5B inhibitor
O=C(Nc1ccc(Br)cc1)c1ccc(F)c(S(=O)(=O)N2CCCc3ccccc32)c1 | ?
COc1cccc(CNC(=O)Cn2c(=O)n3nc(-c4cccc(F)c4)nc3c3ccccc32)c1 | -4%

Later entries:
SMILES | KDM5B inhibitor
O=C(/C(=C\c1ccc(-c2ccccc2Cl)o1)c1nc2ccccc2o1)c1ccccc1 | -8%
CCC1Oc2ccc(NC(=O)c3cccc(F)c3)cc2CN(Cc2ccccc2F)C1=O (configuration not stated) | ?
CCCSc1ncc(Cl)c(C(=O)NCc2ccc(C)cc2)n1 | 6%
CCN1CCC2(CCC1=O)CN(Cc1ccc(C)c3ccccc13)CCN2C (configuration not stated) | ?
Cc1ccccc1C(=O)Nc1ccnn1C1CCN(C(=O)C2CC2(F)F)CC1 (configuration not stated) | -7%
CCOc1ccccc1NC(=O)CCS(=O)(=O)c1cccs1 | -12%
Cc1ccc(C(CC(=O)O)NC(=O)c2nn(C)c(=O)c3ccccc23)cc1 (configuration not stated) | 22%
NC1CCCN(Cc2cccs2)C1 (configuration not stated) | 3%
Cc1ccc(CNC(=O)C2CCCN(S(=O)(=O)c3ccc4c(c3)oc(=O)n4C)C2)cc1 (configuration not stated) | -25%
Cc1ccc(-c2nn(-c3cccc(F)c3)cc2CN2CCN(c3ccccn3)CC2)o1 | ?
COc1ccccc1CNC(=O)CCCn1c(=O)c2ccccc2n(CC(=O)Nc2ccc(C)cc2Cl)c1=O | -6%
CC[C@H]1CN(S(=O)(=O)c2c(C)noc2C)CC[C@H]1CC(=O)N1CCOCC1 | -22%[86.2 µM]
CCOc1ccc(-n2ccn3c(SCC(=O)c4ccc(OC)c(OC)c4)nnc3c2=O)cc1 | 7%
COc1ccccc1N1CCN(c2ncc3c(n2)CCN(Cc2ccc(C)s2)C3)CC1 | ?
CS(=O)(=O)c1ccccc1C(=O)OCc1ccccc1F | -4%
Cc1ccn2c(Nc3ccc(C(C)C)cc3)c(-c3cccs3)nc2c1 | ?
Cc1ccc(OCC(=O)Nc2ccc3nc(SCCOc4ccccc4)sc3c2)cc1 | -22%
CCn1c(CN2CCCCC2)nc2cc(NC(=O)c3cccc([N+](=O)[O-])c3)ccc21 | 9%
CCCNC(=O)CN(C)C(=O)c1cc2ccccc2n1CC | 10%
C[S+](=O)([O-])N1Cc2ccccc2CC2(CCN(CC3CCOCC3)C2)C1 (configuration not stated) | 3%[115 µM]
CN1CCN(C(=O)CN2CCN(C(C(=O)O)c3cn(C)c4cc(C(=O)O)ccc34)CC2)CC1 (configuration not stated) | ?
COc1ccc(CNc2oc(/C=C/c3cccc(OC)c3)nc2C#N)cc1 | ?
Cn1ccnc1CN(C1CC1)S(=O)(=O)c1cc(F)ccc1F | 14%
CCc1ccc(C(=O)N2CCCN(C)CC2)s1 | 18%
O=Cc1ccccc1-n1ccnc1 | -20%
O=C(NC[C@H]1OC[C@@H](NCc2ccccc2O)[C@@H]1O)Nc1ccccc1 | 29%[86.2 µM]
CC(C)[C@H](NS(=O)(=O)c1ccc(Cl)cc1)C(=O)OCC(=O)c1c(N)n(C)c(=O)n(C)c1=O | -14%
Oc1ccc(Cl)cc1C1=Nc2ccccc2N=C(c2cccc(Br)c2)C1 | -22%
CN(C)c1nc2c(c(=O)[nH]1)CCN(Cc1ccncc1)CC2 | -7%
O=[N+]([O-])c1ccc(/C=N/Nc2ccc(Cl)nn2)cc1 | 22%
O=C(NCCN1CCCCCC1)C1CCCC1 | 4%
O=C(Nc1ccccc1)C1CCN(C(=O)c2ccc3ccccc3n2)CC1 | 22%
CC(=O)Nc1cccc(-c2ccc3c(n2)CN(Cc2nc4ccccc4s2)C(=O)CO3)c1 | -6%
C[S+](=O)([O-])N1CCc2nc(-c3ccccc3)nc(-c3ccc(Cl)cc3)c2C1 | -14%
O=C(Nc1ccc2c(c1)OCCO2)N1CC(c2nc(CCOCC3CC3)no2)C1 | 19%
CCCCn1c(N)c(N(CCC(C)C)C(=O)C2CC(=O)N(c3ccccc3OCC)C2)c(=O)[nH]c1=O (configuration not stated) | -24%
COCC(=O)N[C@H]1CO[C@H]2[C@@H]1OC[C@@H]2Nc1nccc(-c2cccc(F)c2)n1 | 35µM*
CCOC(=O)c1cc(S(=O)(=O)Nc2ccc(OC(F)(F)F)cc2)[nH]n1 | ?
CCN(CC)c1ccc(NC(=O)CCS(=O)(=O)c2cccc3nsnc23)c(C)c1 | ?
N#Cc1ccnc(N2CCN(C(=O)Nc3ccc(F)cc3)CC2)c1 | 21%
COc1c(C)cc(N)cc1C | 14%
CS(=O)(=O)N1CCC(OC2CCN(C(=O)Nc3cc(F)ccc3F)CC2)CC1 | 7%
O=C(O)c1cccc(C(=O)N2C[C@@H](C(=O)O)[C@H](c3ccc4c(c3)OCO4)C2)c1 | 33%[activator]
CCc1nnc(SCC(=O)Nc2ccccc2Cl)nc1CC | 4%&-6%
O=C(NCCc1c[nH]c2ccccc12)c1ccc2ccccc2n1 | -15%
O=S(=O)(c1ccc(-c2csc(Nc3cccc4ccccc34)n2)cc1)N1CCOCC1 | -8%
C#CCN1CCC(C(=O)N(C)Cc2cccc(OC(F)F)c2)CC1 | -18%
O=C(COc1ccc2nncn2n1)N1CCCC(c2ccn[nH]2)C1 (configuration not stated) | 23%
O=C(Nc1cc(C(F)(F)F)ccc1Cl)c1cc2nc(-c3ccc4c(c3)OCO4)cc(C(F)(F)F)n2n1 | -15%
c1ccc(CCc2nc3nccc(-c4ccc5c(c4)OCCCO5)n3n2)cc1 | ?
Cc1ccc(-c2nn(C)c(=O)c3c2CCCC3)cc1S(=O)(=O)NC1CC1 | 7%

Not all compounds are listed, so the mix of outcomes need not match the whole.
